tolC growth inh: growth inhibitors of E. coli tolC mutant, primary screen, strain BW25113 ΔtolC::kan, 384-well; OD615; growth inhibition, % at 10 µM (by protocol); actives 2.2% (n = 65,000);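 active = growth inhibition at or above a cutoff equal to the mean over every tested compound plus 3 SD, cut at about 60% in these data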;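 also: growth measured after 20 h incubation at 37 °C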
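Doses: one dose of 10 µM final / Material: E. coli BW25113 ΔtolC::kan, tolC deletion mutant strain / Buffer or medium: LB with kanamycin 50 µg/mL / Evaluation: percent growth inhibition / Detection: optical density read at 615 nm / Incubation: 37 °C, 20 h exposure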
NADH coupling: inhibitors of PK/LDH coupling enzymes, profiling panel, artefact control, biochemical, MLSMR library; IC50, µM (doses to about 10 µM), for inactives: at the top dose inhibition; AID 774, 2007; coupled PK/LDH NADH assays, four targets; actives 0.02% (n = 65,000);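 active = single-dose screening hits from any of four coupled enzyme assays that gave an IC50 when retested across doses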;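 also: the DPM-DC format reads NADH fluorescence rather than 340 nm absorbance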
Fluor 339 460: intrinsic fluorescence of library compounds, ex339/em460 – biochemical, MLSMR library, data from DPM-DC assay, artefact control, profiling panel; compound autofluorescence, ex339/em460 nm, NADH buffer; stronger effect = higher value; 1 = no-compound wells, NADH background; fluorescence fold increase at 10 µM; actives 5.5% (n = 65,000);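 active = at 10 µM, mean starting fluorescence two-fold or more over control wells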;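 also: signal is the first read of a kinetic run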
An asterisk follows results filed as active. The list is partial, so the mix of outcomes need not match the whole.

SMILES | tolC growth inh | NADH coupling | Fluor 339 460
Nc1ccc([As](=O)(O)O)cc1 | -15.1 | 0.0% | 1.09
O=C1C=Cc2ccccc2C1=O | -4.4 | 0.0% | 0.58

High-throughput results as filed in PubChem BioAssay.
